Compound activity as filed in PubChem BioAssay.
NCI-60 one-dose screen, 48 h, at 10 µM unless noted. Numbers give growth in % (100 = growth as untreated, 0 = no growth, -100 = all killed).
SK-MEL-2: SK-MEL-2 melanoma; actives 4.7% (n = 77,000); AID 1794763
SK-MEL-28: SK-MEL-28 melanoma; actives 4.1% (n = 81,000); AID 1794761
HS 578T: HS 578T breast cancer | actives 4.1% (n = 78,000)
LOX IMVI: LOX IMVI melanoma; actives 7.4% (n = 79,000)
UACC-257: UACC-257 melanoma; actives 4.4% (n = 78,000)
MALME-3M: MALME-3M melanoma; actives 5.8% (n = 78,000)
T-47D: T-47D breast cancer. actives 5% (n = 79,000). AID 1794792
SK-MEL-5: SK-MEL-5 melanoma; AID 1794755; actives 6.4% (n = 80,000)
* = called active by the depositor; nt = not tested or not shown; & = joins results of further samples. Rule for the calls: active = growth percent below 10; inactive = the rest.

SMILES	SK-MEL-2	SK-MEL-28	HS 578T	LOX IMVI	UACC-257	MALME-3M	T-47D	SK-MEL-5
N#Cc1c(-c2ccc(Cl)cc2)c(C#N)c(=O)n(Cc2nc3ccccc3[nH]2)c1N	92	108	100	95	101	103	74	96
CCN1/C(=C/C(C)=C/c2sc3ccc4ccccc4c3[n+]2CC)Sc2ccc3ccccc3c21	-94*	-98*	-67*	-74*	-82*	-87*	-70*	-98*
Cc1[nH]c2ccccc2c1C1Cc2ccccc2N1C(=O)c1ccccc1 (stereo not given)	63	105	93	92	75	86	47	97
NS(=O)(=O)Oc1ccc2c(c1)O/C(=C\c1ccc(-c3ccccn3)cc1)C2=O	98	102	97	95	nt	90	77	98
O=C(CSc1nc2ccccc2c(=O)n1-c1ccccc1)c1cc2cc(Cl)ccc2oc1=O	110	115	99	100	79	113	87	93
CC1CCCc2c1nn(-c1cc(-c3ccccc3)no1)c2N (stereo not given)	83	140	188	99	124	106	71	92
CCCC(=O)NC(c1cccnc1)c1cc(C)c2cccnc2c1O (stereo not given)	101	42	72	40	21	53	30	49
CN(C)c1ccc(N=C2C=CC(=[N+](C)C)C=C2)cc1	nt	105	71	74	76	103	44	66
COc1cc(/C=C2\SC(=S)NC2=O)ccc1O	86	70	25	61	72	75	16	55
COc1ccc2c(c1)[nH]c(=O)c1c3cc(OC)ccc3cn21	72	62	nt	-77*	72	60	14	5.3*

Single entries from above.
In LOX IMVI, COc1ccc2c(c1)[nH]c(=O)c1c3cc(OC)ccc3cn21 has -77*
In HS 578T, CCCC(=O)NC(c1cccnc1)c1cc(C)c2cccnc2c1O (stereo not given) has 72
In LOX IMVI, COc1cc(/C=C2\SC(=S)NC2=O)ccc1O has 61

More entries.
SMILES	SK-MEL-2	SK-MEL-28	HS 578T	LOX IMVI	UACC-257	MALME-3M	T-47D	SK-MEL-5
COc1ccc(NC(=O)CN2CCN(c3cc(=O)[nH]c4ccc(F)cc34)CC2)cc1	103	100	98	95	96	nt	84	96
COc1ccccc1Cn1cc2c(c1-c1cc(OC)c(OC)c(OC)c1)CCCc1cnoc1-2	74	105	83	98	93	101	53	94
O=C(Nc1ccc(Cl)cc1)c1cc2ccccc2cc1OP(=O)(O)O	7.6*	36	33	23	16	-16*	25	3.6*
O=C(O)CSC(SCC(=O)O)c1ccccc1Cl	94	104	nt	107	106	100	91	103
C=C(C)[C@@H]1CC[C@]2(C(=O)O)CC[C@]3(C)[C@H](CC[C@@H]4[C@@]5(C)C[C@@H](CC#Cc6ccc(Cl)cc6)C(=O)C(C)(C)[C@@H]5CC[C@]43C)[C@@H]12	-19*	-23*	55	60	76	21	39	52
N#CCCN1C(=O)c2ccccc2C1=O	88	103	95	97	75	93	99	97
Cc1ccc(C(=O)NN2C(=O)CSC2c2ccccc2)cn1 (stereo not given)	129	114	120	93	105	92	114	119
COc1cc(C=O)ccc1OC(C)=O	116	114	113	100	100	104	95	nt
CS(=O)(=O)c1ccc(-c2cc3c(Nc4ccc(F)c(Cl)c4)ncnn3c2)cn1	106	91	113	79	107	105	76	93
O=[N+]([O-])c1ccc(Sc2nc3ccccc3[nH]2)c(Cl)c1	104	109	125	96	nt	117	95	97
C[N+](C)(C)/C=C/c1ccccc1	107	109	104	102	109	127	101	103
CN(C)c1ccc([C@@H](C(=O)Nc2cccc([N+](=O)[O-])c2)N(C(=O)c2cc3ccccc3[nH]2)c2cccc([N+](=O)[O-])c2)cc1	113	112	94	88	93	97	84	98
Cc1ccc(O)cn1	130	115	120	94	111	132	111	108
O=C(O)c1ccc(OCCOc2ccc([N+](=O)[O-])cc2)c(Cl)c1	96	100	122	96	93	99	100	103
Nc1ccc2cccc(O)c2c1	107	124	90	80	82	73	77	85
O=C(CCN1C(=O)/C(=C/c2ccccc2)SC1=S)Nc1ncc(Cc2ccc(Cl)cc2)s1	100	105	92	96	98	95	100	99
O=C(NO)[C@H]1O[C@@H](n2cnc3c(=O)[nH]cnc32)[C@H](O)[C@@H]1O	105	104	109	109	105	105	98	105
CC(C)c1cccc(C(C)C)c1NC(=O)N1CCCCC1	106	115	112	99	105	105	96	100
Clc1ccc(Nc2cccc(-c3cn[nH]c3)c2)c(Cl)c1	95	97	80	92	95	97	78	97
CSc1nc(Cl)cc(=O)n1C	nt	108	100	94	109	104	106	98
O=c1oc(-c2ccccc2)nc2ccccc12	110	128	126	98	111	180	125	nt
O=c1ssc(=Nc2ccc(Cl)cc2)n1-c1ccc(Cl)cc1	92	99	108	55	79	96	47	62
CNC(=O)CC[C@@]1(C)[C@H](O)CC[C@@H]2[C@@H]1CC[C@]1(C)[C@@H]([C@H](C)CCCC(C)C)CC[C@@H]21	78	64	91	35	60	60	48	13
Nc1ccc(C(=O)O)c(C(=O)O)c1	99	92	108	98	95	106	92	100
O=C(NC(CSSCC(NC(=O)OCc1ccccc1)C(=O)O)C(=O)O)OCc1ccccc1 (stereo not given)	102&95	104&97	104&100	95&103	92	104&87	82&79	102&90
Cn1nc(C(=O)O)c(=O)[nH]c1=S	nt	122	106	98	102	nt	95	108
COc1ccc(C2CC(=O)c3cc(OC)ccc3O2)cc1 (stereo not given)	97	109	112	104	107	103	87	102
CC(=O)c1nc(Nc2ccc(F)cc2)sc1C	107	102	104	101	103	108	96	99
O=[N+]([O-])C1C2OC3(CCCCC3)OC2C([N+](=O)[O-])[C@H](c2c[nH]c3ccccc23)c2c([nH]c3ccccc23)[C@@H]1c1c[nH]c2ccccc12 (stereo not given in full)	98	105	89	93	100	84	65	74
O=S(=O)(c1ccc(NCSc2nc3ccccc3s2)cc1)c1ccc(NCSc2nc3ccccc3s2)cc1	79	110	91	91	95	91	64	97
COc1ccc(/C=C/C(=O)Nc2cccnc2Nc2ccc(F)cc2)cc1	120	99	103	99	98	122	88	87
NC1(CO)COC(c2ccccc2)OC1 (stereo not given)	102	118	106	107	98	109	103	96
Oc1ccccc1/C=N/N1CCCCCC1	103	109	114	96	129	nt	102	94
CC(C)(C)c1cc(C(=O)Nc2ccccc2C(=O)NCCCN=C(N)N)cc(C(C)(C)C)c1	72	92	98	81	77	84	73	95
O=CNc1ccc(-c2nn(-c3ccccc3)cc2/C=C2\SC(=S)NC2=O)cc1	87	70	94	79	110	86	53	nt
N=C(N)c1ccc(-c2ccc(-c3ccc(Cl)cc3Cl)s2)cc1F	56	84	9.7*	-90*	19	-2.9*	15	51
C1CCC(C2CCCC2)CC1	nt	114	109	102	112	118	106	113
COc1ccc(/C=C/c2nc(Nc3cccc(-c4ccn[nH]4)c3)c3ccccc3n2)cc1	101	107	94	65	105	79	72	nt
CCOc1ccc(-n2nc(C(=O)Nc3cccc(OC)c3)nc2-c2cc(OC)c(OC)c(OC)c2)cc1	87	nt	73	81	95	92	58	nt
C#C[C@@]1(O)[C@@H](CO)O[C@@H](n2cc(-c3ccco3)c3c(N)ncnc32)[C@@H]1O	84	93	50	66	89	59	-17*	89
O=C1CNC(c2ccccc2Cl)N1O (stereo not given)	86	nt	110	98	94	108	105	107
N#CC1=C(/N=C/c2ccccc2)Oc2c(ccc3ccccc23)C1c1ccco1 (stereo not given)	104	122	98	96	102	109	93	nt
Oc1ccc(N=Nc2ccccc2)cc1	101	116	105	96	104	110	105	98
Cc1[nH]n(C(N)=S)c(=O)c1N=Nc1ccc(S(=O)(=O)N=C(N)N)cc1	118	112&107	105&95	100&103	113&106	132&98	117&104	103&105
COc1ccc(OC)c(-c2c(C#N)c(-c3cccs3)nc3c2c(-c2ccccc2)nn3-c2ccccc2)c1	107	107	88	104	105	106	94	102
C/C(=N\Nc1ncc(-c2ccc(Cl)cc2)s1)c1cc2ccccc2o1	96	108	104	97	96	86	78	106
COc1ccccc1/C=C/C(=O)c1c(O)cc2occc2c1OC	65	80	75	56	42	72	57	86
Cc1c(C(N)=O)sc2[nH]c(=S)n(Cc3ccccc3)c(=O)c12	108	109	104	94	102	113	99	101
C=C1C(=O)O[C@H]2[C@H]1CC/C(COC(=O)NCc1nc3ccccc3[nH]1)=C\CC[C@@]1(C)O[C@@H]21	60	73	102	76	95	87	43	97
O=C1CC(c2ccccc2)Oc2cc(O)cc(O)c21 (stereo not given)	77	105	96	95	86	111	92	93

Overlap with the part before: 4 entries; new compounds follow.
SMILES	SK-MEL-2	SK-MEL-28	HS 578T	LOX IMVI	UACC-257	MALME-3M	T-47D	SK-MEL-5
COc1ccccc1/C=C/C(=O)c1c(O)cc2occc2c1OC	65	80	75	56	42	72	57	86
Cc1c(C(N)=O)sc2[nH]c(=S)n(Cc3ccccc3)c(=O)c12	108	109	104	94	102	113	99	101
C=C1C(=O)O[C@H]2[C@H]1CC/C(COC(=O)NCc1nc3ccccc3[nH]1)=C\CC[C@@]1(C)O[C@@H]21	60	73	102	76	95	87	43	97
O=C1CC(c2ccccc2)Oc2cc(O)cc(O)c21 (stereo not given)	77	105	96	95	86	111	92	93
CCOc1cc(C2C(Cl)C(=O)N2n2cnnc2)ccc1O (stereo not given)	100	105	89	101	89	100	nt	106
CC(=O)O[C@H]1Cc2c([nH]c3ccccc23)[C@@H](c2ccc(Cl)cc2)N1C(=O)CCNC(C)(C)C	79	8.9*	62	26	65	-38*	74	-79*
CCCCCC(=O)N(CCCC)CCCC	124	104	109	110	92	97	109	99
O=C(Nc1ccc(F)cc1)c1ccc(C(=O)Nc2ccc(F)cc2)cc1	105	99	106	103	101	101	99	100
COc1cc(C2CC(c3ccc(N4CCOCC4)cc3)=NN2c2nc(-c3ccc(Cl)cc3)c(C#N)c(N3CCOCC3)n2)cc(OC)c1OC (stereo not given)	92	101	92	94	96	112	92	94
c1ccc(C(CC2=NCCCN2)c2ccccc2)cc1	108	107	96	98	98	93	101	105
COc1ccc(C2=NN(C(N)=S)C(c3cc4ccccc4[nH]c3=O)C2)cc1 (stereo not given)	102	108	84	101	105	90	98	107
Cc1nc2ncccc2nc1Nc1ccc(S(=O)(=O)Nc2ncccn2)cc1	106	110	88	85	99	101	97	104
Cc1nc(N)sc1-c1csc(Nc2ccc(C(F)(F)F)cc2)n1	8.8*	42	32	6.1*	37	10	-0.9*	-43*
CCSc1nc(Cl)c(C#N)c(-c2cccc(Br)c2)n1	100	118	114	101	108	94	96	105
Oc1ccc(/C=C2\CCc3cc4ccc(O)cc4[o+]c32)c(O)c1	96	61	85	41	79	56	35	82

Ordered by SMILES length (falling): part of the list above
SMILES	SK-MEL-2	SK-MEL-28	HS 578T	LOX IMVI	UACC-257	MALME-3M	T-47D	SK-MEL-5
COc1cc(C2CC(c3ccc(N4CCOCC4)cc3)=NN2c2nc(-c3ccc(Cl)cc3)c(C#N)c(N3CCOCC3)n2)cc(OC)c1OC (stereo not given)	92	101	92	94	96	112	92	94
CC(=O)O[C@H]1Cc2c([nH]c3ccccc23)[C@@H](c2ccc(Cl)cc2)N1C(=O)CCNC(C)(C)C	79	8.9*	62	26	65	-38*	74	-79*
CCOc1cc(C2C(Cl)C(=O)N2n2cnnc2)ccc1O (stereo not given)	100	105	89	101	89	100	nt	106

Entries from the list above that contain a COOH group:
SMILES	SK-MEL-2	SK-MEL-28	HS 578T	LOX IMVI	UACC-257	MALME-3M	T-47D	SK-MEL-5
O=C(O)CSC(SCC(=O)O)c1ccccc1Cl	94	104	nt	107	106	100	91	103
C=C(C)[C@@H]1CC[C@]2(C(=O)O)CC[C@]3(C)[C@H](CC[C@@H]4[C@@]5(C)C[C@@H](CC#Cc6ccc(Cl)cc6)C(=O)C(C)(C)[C@@H]5CC[C@]43C)[C@@H]12	-19*	-23*	55	60	76	21	39	52
O=C(O)c1ccc(OCCOc2ccc([N+](=O)[O-])cc2)c(Cl)c1	96	100	122	96	93	99	100	103
Nc1ccc(C(=O)O)c(C(=O)O)c1	99	92	108	98	95	106	92	100
O=C(NC(CSSCC(NC(=O)OCc1ccccc1)C(=O)O)C(=O)O)OCc1ccccc1 (stereo not given)	102&95	104&97	104&100	95&103	92	104&87	82&79	102&90
Cn1nc(C(=O)O)c(=O)[nH]c1=S	nt	122	106	98	102	nt	95	108
